# 5-HT1A blocker – human 5-HT1a receptor antagonists, primary screen, cell-based, CHO, Ga15 NFAT-bla reporter | 5-hydroxytryptamine receptor 1A (Homo sapiens), P08908 | CHO 5-HT1a Ga15 NFAT-bla reporter, antagonist mode | inhibition, % at 10 µM | 62,000 tested, 0.68% active | AID 612, 2007;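 active = inhibition above the mean of all tested compounds plus 3 SD, cut at about 43% in these data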;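 also: receptor stimulated by 5-CT agonist at 100 nM near EC80; beta-lactamase reporter measured by ratiometric fluorescence of a cleavable substrate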
# Target sequence (P08908 whole entry, looked up): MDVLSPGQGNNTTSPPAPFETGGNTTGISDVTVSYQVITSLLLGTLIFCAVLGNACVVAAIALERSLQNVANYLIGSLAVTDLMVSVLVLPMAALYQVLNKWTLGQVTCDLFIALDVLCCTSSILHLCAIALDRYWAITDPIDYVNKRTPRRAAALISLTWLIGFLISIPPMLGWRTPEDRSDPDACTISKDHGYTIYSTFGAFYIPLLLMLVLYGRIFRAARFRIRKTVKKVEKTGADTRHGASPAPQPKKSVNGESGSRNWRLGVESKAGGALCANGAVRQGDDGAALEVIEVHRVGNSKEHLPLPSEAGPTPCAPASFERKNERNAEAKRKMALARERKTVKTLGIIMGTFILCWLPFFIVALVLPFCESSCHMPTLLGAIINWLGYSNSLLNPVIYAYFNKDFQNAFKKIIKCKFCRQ
# HTR1A agonist – human 5-HT1a receptor agonists, primary screen, cell-based, CHO, Ga15 NFAT-bla reporter | 65,000 tested, 0.56% active | 5-hydroxytryptamine receptor 1A (Homo sapiens), P08908 | CHO 5-HT1a Ga15 NFAT-bla reporter, FRET ratio; 0% basal, 100% maximal reference agonist | activation, % at 10 µM | AID 567, 2006;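 active = activation above the screen-wide mean activation plus 3 SD, cut at about 19% in these data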;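 also: 0% = DMSO wells and 100% = 5-CT at EC100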
# 5HT1E ag – 5-HT1E receptor agonists, primary screen, cell-based, HTS. 5-hydroxytryptamine receptor 1E (Homo sapiens), P28566. CHO 5-HT1E Ga15 NFAT-bla reporter, FRET; 0% DMSO wells, 100% control agonist wells. activation, % at 6 µM. 65,000 tested, 0.69% active;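 active = activation above a set limit, the screen-wide mean activation plus 3 SD, cut at about 8.5% in these data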;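 also: 100% = positive control agonist at 1 µM giving full maximal response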
# S1P3 ag – human S1P3 receptor agonists, primary screen, cell-based, primary and confirmation, NFAT-BLA reporter | S1P3 NFAT-BLA reporter cells, agonism, FRET ratio; relative to 1 µM S1P, basal subtracted | activation, % at 4.5 µM | 60,000 tested, 0.1% active | AID 373, 2006;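 active = activation above the screen-wide mean plus 3 SD, cut at about 4.5% in these data, passing the limit was not always enough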; also: some compounds called inactive have numbers as strong as hits
# Target sequence (Q99500 whole entry, looked up): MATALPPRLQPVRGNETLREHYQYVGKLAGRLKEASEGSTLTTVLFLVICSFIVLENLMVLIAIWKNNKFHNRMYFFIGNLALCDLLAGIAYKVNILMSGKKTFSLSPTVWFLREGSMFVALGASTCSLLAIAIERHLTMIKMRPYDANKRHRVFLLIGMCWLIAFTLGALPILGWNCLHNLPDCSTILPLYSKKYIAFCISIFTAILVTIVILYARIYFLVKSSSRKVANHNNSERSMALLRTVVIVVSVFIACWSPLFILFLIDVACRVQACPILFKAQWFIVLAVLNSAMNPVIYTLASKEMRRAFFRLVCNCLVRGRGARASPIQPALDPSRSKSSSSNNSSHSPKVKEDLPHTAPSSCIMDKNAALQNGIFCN
#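 Benchmarks: high control 1 µM S1P / System: stable CHO line with human S1P3, Gα16, NFAT-BLA reporter / Dosing: single compound concentration, 4.5 µM final / Timing: 4 h compound at 37 °C, 2 h substrate at RT / Measured by: FRET β-lactamase substrate fluorescence, excitation 405 nm, 460/535 nm emission ratio, background-subtracted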
# 5HT1E antag – 5-HT1E receptor antagonists, primary screen, cell-based, HTS; 65,000 tested, 0.99% active; 5-hydroxytryptamine receptor 1E (Homo sapiens), P28566; inhibition, % at 6 µM; CHO 5-HT1E Ga15 NFAT-bla reporter, FRET, antagonist;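 active = inhibition above a set limit, the mean inhibition across every tested compound plus 3 SD, cut at about 29% in these data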;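 also: signal is the 460 over 535 nm emission ratio of beta-lactamase substrate; 0% = agonist plus DMSO wells and 100% = wells without agonist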
# Jurkat viability – cytotoxicity toward Jurkat T cells, primary screen, cytotoxicity control, cell-based, Jurkat E6.1, 60K MLSMR library | 56,000 tested, 1.2% active | Jurkat E6.1 viability, ATP luminescence, 48 h | inhibition, % at 4 µM | AID 463, 2006;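 active = inhibition above the mean inhibition of all tested compounds plus 3 SD, cut at about 28% in these data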
# S1P1 ag pot – S1P1 agonists and agonism potentiators, primary screen, cell-based, primary and confirmation screens, CRE-bla reporter; activation, % at 9.5 µM; S1P1 CRE-bla cells, forskolin, beta-lactamase FRET, potentiator mode; S1P1 agonist co-added at EC20, 2 nM; 100% = saturating reference agonist, 0% = basal; 56,000 tested, 0.57% active; Sphingosine 1-phosphate receptor 1 (Homo sapiens), P21453;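 active = activation above a cutoff set at the mean activation of all tested compounds plus 3 SD, cut at about 54% in these data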;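 also: forskolin at 4 µM as EC80 and the EC20 agonist is SEW2871; 100% = SEW2871 at its EC100 plus forskolin at EC80; some compounds past the cut are filed as inactive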
# M1 antag – antagonists of rat M1 muscarinic receptor; B-score at 10 µM; CHO-M1 cells, Fluo-4 calcium, ACh EC80 antagonist mode; active compounds read low; 64,000 tested, 3.4% active; Muscarinic acetylcholine receptor M1 (Rattus norvegicus), P08482;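 active = calcium fluorescence response, raw or row-and-column corrected B-score, differing from the plate sample mean either way at a set confidence level, mostly lower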
# M1 agonist – M1 muscarinic receptor agonists, primary screen, CHO-M1 cells, Fluo-4 calcium, agonist mode | Muscarinic acetylcholine receptor M1 | AID 626, 2007 | 64,000 tested, 3% active | B-score at 10 µM | Fluo-4 calcium fluorescence; active compounds read high;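 active = fluorescence rise, raw or as B-score row- and column-corrected plate score, outside the 99.7% band of its plate's samples, either direction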
# Numbers without * were called inactive; / = not tested or not shown.
SMILES,5-HT1A blocker,HTR1A agonist,5HT1E ag,S1P3 ag,5HT1E antag,Jurkat viability,S1P1 ag pot,M1 antag,M1 agonist
N#Cc1ccc(NC(=O)CN2C(=O)NC(Cc3ccccc3)C2=O)cc1 (configuration not stated),8,-1.0,-1.1,-0.5,11,3,-9,0.4,-1.6
O=C(c1ccccc1)C1CCc2occc2C1=O (configuration not stated),-3,0.9,0.5,-0.3,-4,-3,-16,-1.3,0
OCCn1c(SC2CCCCC2)nc2ccccc21,-2,-4.4,-0.8,-0.4,-3,2,/,-1.4,-1.9
Nc1ccc(-c2nc3ccc(-c4nc5ccccc5o4)cc3[nH]2)cc1,1,8.1,3.0,1.6,4,-3,-62,-0.88,2.9
O=C(CCN1C(=O)COc2ccccc21)NCCN1CCOCC1,8,-3.0,-1.1,-0.7,0,4,6,1.1,0.48
CCOC(=O)C(NC=O)(NC(C)(C)C)C(=O)OCC,/,-1.4,0.0,-13,1,/,-5,-0.43,-0.54
C=CCn1c(SCC(=O)NC2CCS(=O)(=O)C2)nc2scc(C3CC3)c2c1=O (configuration not stated),-10,5.1,0.2,-0.7,18,9,-34,-2.1,0.51
CCCCNCCOCCOc1ccc(F)cc1,0,-0.5,1.4,-0.7,4,4,-10,-0.71,0.035
Fc1ccc(-c2nnc(CSc3nnc(-c4ccc5c(c4)OCO5)o3)o2)cc1,-6,-1.6,-0.4,/,-3,/,/,0.31,0.2
CSc1cccc(NC(=O)c2c(Cl)cnn2C)c1,-3,-0.4,0.9,-0.5,2,-4,/,/,/
COc1cccc(C2=NOC(C(=O)Nc3cc(OC)c(OC)c(OC)c3)C2)c1 (configuration not stated),-15,-0.5,0.3,-0.4,10,15,-2,-0.88,-0.73
Cn1c(=O)[nH]c(=O)c2c1nc(CN1CCN(c3cccc(Cl)c3)CC1)n2CCN1CCOCC1,-11,-1.2,1.0,-0.4,-1,1,-9,-0.02,-0.3
CC(C)NC(=O)NC(=O)CSc1ncc(C(F)(F)F)cc1Cl,-11,-1.4,-0.4,0.0,-2,7,-15,0.015,1.5
CCC(=O)N1CCc2cc(S(=O)(=O)NCCC(=O)Nc3cc(C)cc(C)c3)ccc21,0,-0.3,-0.4,-0.6,6,7,-10,0.62,-0.95
COc1cccc(C(=O)NCc2cn3ccsc3n2)c1,-1,-1.7,-0.5,0.9,-2,-6,-14,0.076,-0.00045
O=C(CN1CCCC1)Nc1ccc(Oc2ccc(NC(=O)CN3CCCC3)cc2)cc1,13,-1.3,-0.4,-1.0,14,19,5,0.31,1.6
COC(=O)c1cccc(NC(=O)CSc2nnc(COc3ccccc3)n2C)c1,18,1.1,-1.1,-1.3,-2,6,4,-0.16,-0.0089
Clc1ccc(-n2ncc3c(NCc4ccco4)ncnc32)cc1,/,1.3,0.0,-5.3,10,/,-27,0.26,-0.011
COc1ccc(S(=O)(=O)Nc2cc(C)cc(C)n2)c2ccccc12,0,-0.4,-0.4,-1.2,4,-3,3,0.071,0.075
CC(C)c1c(O)nc(SCC(=O)Nc2ccc3c(c2)CCC3)[nH]c1=O,-6,1.5,-0.2,-0.1,-7,1,12,-0.013,0.16
COc1cc(C(=O)Nc2nnc(C)s2)cc(OC)c1OC,3,0.1,1.5,-0.2,-2,-4,3,-0.019,-0.53
COc1ccccc1NC(=O)c1nnn(Cc2ccccc2)c1NC(C)=O,2,-1.7,0.4,-0.1,2,-3,2,0.46,0.08
Cc1cc(Br)c2c(c1)=C(c1sc(N3CCCCCC3)nc1O)C(=O)N=2,-16,-0.3,-0.5,0.4,12,-9,-26,1.8,1.1
CCOC(=O)c1[nH]c2ccccc2c1NC(=O)CN(C)C,/,-2.2,-0.1,0.5,-9,/,-4,0.012,-0.35
CCC(=O)Oc1ccc2c(C)cc(=O)oc2c1C,6,65*,-0.2,-2.1,6,1,-1,-0.053,-1.8
O=C(CN1C(=O)c2cccc3cccc1c23)N1CCN(c2cccc(Cl)c2)CC1,-8,-2.7,1.1,0.4,3,-2,-28,1.2,-0.14
Cc1[nH]c(=O)[nH]c(=O)c1NC(=O)c1cccs1,-8,0.6,0.0,-0.3,-11,-4,-14,0.024,0.0047
C=CCc1cc(C)cc(C)c1OCCn1cncn1,7,-4.4,0.5,-1.0,5,-1,-18,1.4,-0.084
N#Cc1cc2c(nc1SCc1cccnc1)CCCCC2,9,0.7,0.2,-0.5,12,-4,/,-1.5,0.97
CC1N=C2c3ccccc3N=C(SCc3cc(=O)n4cc(Cl)ccc4n3)N2C1=O (configuration not stated),-24,1.4,1.0,0.1,23,-2,-99,0.0059,-0.12
CCCC(=O)NCc1nc2ccccc2n1C,-4,0.8,-0.2,-1.0,-4,5,-9,0.0083,-0.44
c1cnc(-c2nnc3n2CCCCC3)cn1,-7,-0.2,-0.8,-1.1,17,1,2,0.42,-1.4
Clc1cccc(CSc2nnc(-c3ccccn3)n2Cc2ccco2)c1,32,-3.0,1.5,/,3,/,/,-0.71,0.53
O=C(OCN1C(=O)c2ccccc2C1=O)c1ccco1,-9,-1.3,0.3,-0.6,3,-6,-10,0.55,-0.1
N#CCCCCN1c2cccc3cccc(c23)S1(=O)=O,-24,-2.8,-0.4,-0.3,-3,7,5,0.27,-0.52
Cc1ccccc1C(=O)Nc1ccc(S(=O)(=O)N2CCN(C)CC2)cc1,-8,-1.6,-0.7,-1.7,0,2,4,/,-0.77
Cc1nc(C2CC(=O)OC23CCCCC3)cs1 (configuration not stated),6,-2.2,0.6,-1.1,3,-4,3,/,/
Cn1c(=O)c2c(n(Cc3ccccc3)c1=O)NC(=O)C2CC(=O)N1CCc2ccccc2C1 (configuration not stated),6,-3.0,-0.4,-0.5,-7,7,6,-0.026,-0.18
O=C(c1ccco1)N1CCN(c2ccc(Cl)cc2)CC1,-12,-4.3,0.1,0.0,3,2,2,-0.22,-1.4
CC(NC(=O)OC(C)(C)C)C(=O)N1CCCC1C(=O)NC(Cc1ccccc1)C(N)=O (configuration not stated),-6,-0.5,-0.3,-0.3,1,-8,14,0.032,0.092
c1ccc(OCCOc2ncnc3ccccc23)cc1,-6,-1.6,0.1,0.7,-4,-8,-7,0.045,-0.24
Cc1c(C(=O)N2CCN(Cc3ccccc3)CC2)sc2ncnc(N3CCOCC3)c12,4,-0.7,-1.5,-0.3,1,8,0,0.37,0.089
O=C(Nc1ccon1)c1ccc(S(=O)(=O)N2CCCCCC2)cc1,1,-3.6,0.0,-0.1,9,-4,/,0.88,0.4
Cn1c(=O)c2c(SCc3cccnc3)nc(C3CC3)nc2n(C)c1=O,-10,2.9,1.9,-0.8,10,10,-26,-1.8,1.8
COc1ccc(-c2noc(C3CCCN(C(=O)CCc4ccccc4)C3)n2)cc1 (configuration not stated),-12,-1.3,0.2,0.7,-9,-2,-9,0.52,-0.7

# 2 successive compounds already listed, quoted:
SMILES,5-HT1A blocker,HTR1A agonist,5HT1E ag,S1P3 ag,5HT1E antag,Jurkat viability,S1P1 ag pot,M1 antag,M1 agonist
CCCC(=O)NCc1nc2ccccc2n1C,-4,0.8,-0.2,-1.0,-4,5,-9,0.0083,-0.44
c1cnc(-c2nnc3n2CCCCC3)cn1,-7,-0.2,-0.8,-1.1,17,1,2,0.42,-1.4

# Random excerpt: three compounds from above
SMILES,5-HT1A blocker,HTR1A agonist,5HT1E ag,S1P3 ag,5HT1E antag,Jurkat viability,S1P1 ag pot,M1 antag,M1 agonist
O=C(Nc1ccon1)c1ccc(S(=O)(=O)N2CCCCCC2)cc1,1,-3.6,0.0,-0.1,9,-4,/,0.88,0.4
CCCC(=O)NCc1nc2ccccc2n1C,-4,0.8,-0.2,-1.0,-4,5,-9,0.0083,-0.44
O=C(OCN1C(=O)c2ccccc2C1=O)c1ccco1,-9,-1.3,0.3,-0.6,3,-6,-10,0.55,-0.1

# Next results follow.
SMILES,5-HT1A blocker,HTR1A agonist,5HT1E ag,S1P3 ag,5HT1E antag,Jurkat viability,S1P1 ag pot,M1 antag,M1 agonist
O=C(NCC1CCCO1)C1CCCN(S(=O)(=O)c2cccc3nsnc23)C1 (configuration not stated),3,-0.5,0.3,-0.1,4,2,22,-0.13,-0.53
c1ccc(C2CC(c3cccs3)n3nnnc3N2)cc1 (configuration not stated),5,-6.2,-1.2,0.3,5,8,-16,0.03,-0.0091
CCCOc1ccc(C2C(C(=O)c3ccco3)=C(O)C(=O)N2CCCn2ccnc2)cc1 (configuration not stated),-16,1.6,0.8,-1.2,-6,0,0,0.14,-0.58
COc1ccc(C)cc1NC(=O)c1ccc2c(c1)OCO2,14,-3.0,1.1,-1.2,-5,-1,0,0.47,-0.81
CCN(CC)S(=O)(=O)c1cccc(-c2nnc(SCCCC(=O)c3ccccc3)o2)c1,4,-1.1,0.6,-0.8,9,10,-17,-1.4,-0.56
COc1ccc(CN(C(=O)c2ccccc2OC)C2CCS(=O)(=O)C2)cc1 (configuration not stated),-10,1.6,0.8,0.0,4,3,3,1,-1.4
CC(NC(=O)CC12CC3CC(CC(C3)C1)C2)C(=O)O (configuration not stated),0,-4.2,-0.5,-0.5,-4,-3,-7,0.52,0.15
O=C(Cn1nnc(-c2ccccc2NC(=O)C2CC2)n1)NC1CCCCC1,10,-0.1,0.2,-0.1,3,-3,-1,0.13,0.0068
Cc1nn(-c2ccccc2)c2nc(-c3ccncc3)cc(C(=O)NCc3ccco3)c12,6,-1.0,0.8,-1.2,3,3,-3,0.052,0.058
Cc1cccn2c(=O)c3cc(C#N)c(=O)n(-c4c(C)n(C)n(-c5ccccc5)c4=O)c3nc12,1,-1.2,-0.7,0.8,1,-9,-8,0.65,-0.034
CCc1ccccc1N1CC(C(=O)O)CC1=O (configuration not stated),-26,-0.2,1.7,-0.5,-8,6,-7,-0.007,-1.4
Cn1c(SCC(=O)c2ccc(F)cc2)nc2cccnc21,3,-1.7,0.0,-0.8,-4,0,1,0.92,-2
COc1ccc(C2=NOC(C(=O)NC3CCCCC3)C2)cc1OC (configuration not stated),-6,-0.1,0.2,1.2,-6,-2,-1,-0.13,-0.27
C(=C\CSc1ncn[nH]1)/CSc1ncn[nH]1,10,-1.4,-0.8,-0.4,-1,-2,15,-0.88,0.36
O=C(NCCCN1CCOCC1)C1CC(=O)N(C2CCCCC2)C1 (configuration not stated),1,-3.7,-1.5,0.8,-10,-3,-2,-0.15,-0.2
CCN(Cc1nc2ccccc2c(=O)[nH]1)Cc1nc2cc(OC)c(OC)cc2c(=O)[nH]1,-28,-1.6,-0.3,1.8,9,7,-45,1.4,-0.82
CCN1C=CC(=C2C(=O)c3ccccc3C2=O)C=C1,10,2.8,-2.3,-1.2,3,33,6,-0.066,-0.049
O=C(CSc1ncc(-c2ccccc2)n1-c1ccccc1)NCc1ccco1,18,0.2,-2.8,-1.5,-7,0,15,0.29,-0.51

# Compound activity deposited in PubChem by several laboratories.

# The order is random, and some 8.9% of all compounds hit somewhere here.
